Screening results: PubChem BioAssay, National Center for Advancing Translational Sciences (NCATS)
EPAC2 ag: activates human EPAC2 exchange factor. Q8WZA2. EPAC2 activation, biochemical qHTS; response scale: 100% = 6.5 mM cAMP response. Potency, µM (doses to about 154 µM), for inactives: top-dose activation, most hits filed as activators. 360,000 tested, 0.079% active; note: potency is the fitted concentration of half-maximal effect; nearly all actives have a fitted effect of over 50% in size
Target sequence (Q8WZA2 whole entry, looked up): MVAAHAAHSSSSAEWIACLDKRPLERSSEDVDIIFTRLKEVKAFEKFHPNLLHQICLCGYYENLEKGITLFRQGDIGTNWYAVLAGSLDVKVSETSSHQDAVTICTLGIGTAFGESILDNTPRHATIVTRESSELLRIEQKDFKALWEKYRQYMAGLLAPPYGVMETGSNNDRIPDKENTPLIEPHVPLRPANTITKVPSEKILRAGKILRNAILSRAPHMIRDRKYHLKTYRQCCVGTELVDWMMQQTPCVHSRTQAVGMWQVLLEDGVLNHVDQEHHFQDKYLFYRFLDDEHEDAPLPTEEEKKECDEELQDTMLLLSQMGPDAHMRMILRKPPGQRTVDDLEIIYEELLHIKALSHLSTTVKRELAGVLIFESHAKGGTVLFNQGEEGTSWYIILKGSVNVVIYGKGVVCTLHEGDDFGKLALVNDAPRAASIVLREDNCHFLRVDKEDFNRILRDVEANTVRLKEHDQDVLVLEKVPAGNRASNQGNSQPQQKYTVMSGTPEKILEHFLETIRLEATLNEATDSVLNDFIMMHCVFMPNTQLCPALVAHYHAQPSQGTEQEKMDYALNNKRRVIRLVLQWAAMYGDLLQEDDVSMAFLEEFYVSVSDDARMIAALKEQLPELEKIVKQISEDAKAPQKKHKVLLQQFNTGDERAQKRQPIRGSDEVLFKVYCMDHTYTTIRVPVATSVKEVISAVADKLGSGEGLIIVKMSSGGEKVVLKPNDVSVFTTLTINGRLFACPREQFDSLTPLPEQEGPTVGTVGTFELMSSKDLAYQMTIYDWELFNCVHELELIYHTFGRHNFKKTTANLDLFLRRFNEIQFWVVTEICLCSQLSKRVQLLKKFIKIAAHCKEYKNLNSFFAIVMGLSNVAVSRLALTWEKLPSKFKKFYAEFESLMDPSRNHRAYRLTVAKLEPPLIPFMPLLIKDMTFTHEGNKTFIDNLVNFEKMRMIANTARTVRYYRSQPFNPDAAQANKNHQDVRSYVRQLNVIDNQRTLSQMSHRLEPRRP
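Compounds were added across a concentration range to EPAC2 (100 nM), RAP1B-BODIPY-GDP (250 nM) and GDP (50 uM). After 5 min at room temperature, fluorescence was recorded at 5-min intervals for 30 min.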
ATXN2 expr inh: reduces ATXN2 reporter expression in HEK-293 cells; HEK-293 ATXN2-luciferase reporter, luminescence, 24 h; Potency, µM (highest dose often 57 µM), without a hit: top-dose activity change, negative = inhibition, actives largely listed as inhibitors; 360,000 tested, 0.72% active; AID 1745845; note: potency is the fitted concentration of half-maximal effect; % is set by controls: 0 for no effect and ±100 for the full control effect; nearly all actives have a fitted effect of over 55% in size
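ATXN2-luciferase reporter cells (luciferase flanked by upstream and downstream ATXN2 gene portions) were treated 24 h at 37 °C with compounds at up to 57 uM. SteadyGlo luminescence gave expression; GF-AFC fluorescence gave viability.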
Nrf2 inh: inhibitors of Nrf2 signaling. A549 ARE-Fluc reporter, luciferase luminescence, 18-24 h. Potency, µM (doses to about 46 µM), without a hit: at the top dose activity change, negative = inhibition, actives largely listed as inhibitors. 360,000 tested, 2.1% active; note: potency is the fitted concentration of half-maximal effect; % is set by controls: 0 for no effect and ±100 for the full control effect; nearly all actives have a fitted effect of over 60% in size
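Concentration-response testing used A549 ARE_Fluc cells at 5000 cells/well. Following an 18-24 h compound incubation, viability was read by fluorescence (Ex 405/Em 525) and luciferase output by luminescence.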
A549 viability: counter-screen for Nrf2 inhibitors: cytotoxicity in A549 cells | A549 ARE-Fluc cells, CellTiter-Fluor viability, 18-24 h | Potency, µM (top dose mostly 46 µM), inactives show at the highest dose activity change, negative = cytotoxicity, actives largely listed as inhibitors | 390,000 tested, 0.16% active; note: potency is the fitted concentration of half-maximal effect; % is set by controls: 0 for no effect and ±100 for the full control effect
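Cytotoxicity counterscreen: CellTiter-Fluor fluorescence was measured in A549 ARE_Fluc cells after 18-24 h of compound exposure in a concentration series. The subsequent BugLite luminescent read reports ARE-luciferase activity.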
IL-2 act: activates IL-2 in a cell-based reporter assay; 360,000 tested, 0.065% active; activation, % (series mostly up to about 46 µM); IL-2 activation reporter assay, cell-based qHTS; stimulated with anti-CD3/CD4/CD28 beads; in transgenic mouse T cells; in the data active = activation above about 50%; inconclusive = mostly about 30% to 49%; note: 0% is about no effect
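EGFP and DsRed fluorescence is measured by plate cytometry in unstimulated transgenic mouse T cells exposed to compound for 60 minutes, then stimulated 18 hours at 37 degrees C with anti-CD3/anti-CD4 beads plus anti-CD28.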
HepG2 viability: counter-screen for TGF-b inhibitors: cytotoxicity in HepG2 cells | HepG2 CAGA-GFP viability, ATP luminescence, 18 h | Potency, µM (highest dose often 46.1 µM), for inactives: at the top dose activity change, negative = cytotoxicity, actives largely listed as cytotoxic | 410,000 tested, 0.76% active; note: potency is the fitted concentration of half-maximal effect; some results filed as inactive show a strong effect at the top dose
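HepG2 CAGA-GFP cells (1000/well, DMEM with 1% FBS) received compound, then TGF-beta at 500 pg/mL final, and were incubated 18 hours at 37 degrees C. Viability was read by CellTiter-Glo luminescence. Media-only wells were set as complete cell-killing and DMSO as no toxicity.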
Nrf2 ARE act: Nrf2 pathway activation; AREc32 ARE-luciferase reporter (MCF7-derived line), luminescence, 24 h; Potency, µM (titrated, usually from 46.1 µM), without a hit: top-dose activation, actives largely listed as activators; 410,000 tested, 0.31% active; AID 624171; note: potency is the fitted concentration of half-maximal effect; % of control where 0% means no effect; nearly all actives have a fitted effect of over 65% in size
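Luciferase luminescence (Steady-Glo, 30 min at room temperature) served as the read-out of ARE activation in AREc32 cells treated with compounds for 24 hr at 37 deg C.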
S2 tox: cell viability loss in ATXN counter-screen | S2 cells (HEK-293 line with an ATXN2-luciferase reporter) viability, CellTiter-Fluor protease fluorescence, 24 h | Potency, µM (series often up to 56.7 µM), hits mostly cytotoxic | 400,000 tested, 0.49% active; note: potency is the fitted concentration of half-maximal effect; nearly all actives have a fitted effect of over 40% in size
TGFb inhibitor: TGF-b pathway inhibition. HepG2 CAGA-GFP TGF-b/SMAD3 reporter, GFP fluorescence, 18 h; TGF-beta stimulated, 500 pg/mL final. Potency, µM (doses to about 46.1 µM), without a hit: top-dose activity, negative = inhibition, usual class: inhibitors. 410,000 tested, 1.2% active. AID 588855; note: potency is the fitted concentration of half-maximal effect; % is set by controls: 0 for no effect and ±100 for the full control effect; nearly all actives have a fitted effect of over 65% in size
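HEPG2 CAGA-GFP, 1000 cells/well; 2 h settle, 37 C; cpd via pin tool; TGF-b 500 pg/mL final; 18 h, 37 C; GFP imaging ex488/em500-530; %Activity normalised to -TGF-b and +DMSO controls; CRC fit, curve class.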
The depositor's hits bear a star; i = inactive; ? = inconclusive; · = not tested or not shown; [ ] = dose if it differs, or a comment. Unless noted, calls come from the whole dose curve; as a rule, active = well fitted curve in the direction sought with a large enough effect; inconclusive = small, poorly fitted or top-dose-only effect, or another doubt; inactive = no such curve, though single readings can be large; an effect the other way counts as inactive or inconclusive. Outcome played no part in choosing rows; 4.3% or so of the library scored in one or more.

| structure | EPAC2 ag | ATXN2 expr inh | Nrf2 inh | A549 viability | IL-2 act | HepG2 viability | Nrf2 ARE act | S2 tox | TGFb inhibitor |
| --- | --- | --- | --- | --- | --- | --- | --- | --- | --- |
| COc1cc(Cl)cc(/C=N/NC(N)=O)c1O | 17% | -35% | -1% | 4% | 0.1 | -3% | -0.5% | · | -12% |
| O=C(Cn1c(=O)sc2ccccc21)Nc1ccccc1 | 3% | -2% | -25% | -9% | 0.2 | -1% | -0.1% | i | -2% |
| CO/N=C(\Cn1ncc(N2CCCC2)c(Cl)c1=O)c1ccc(Cl)cc1 | 18% | -13% | 17% | 0% | 0.4 | -3% | 0.0% | i | -6% |
| CCCOc1ccc2ccccc2c1/C=N/n1c(C)nnc1-n1nc(C)cc1C | -3% | -7% | ? | -19% | 1.1 | -38% | 3.5% | ? | ? |
| CCOc1cc(C(N)=O)cc(Br)c1OCC | -2% | 12% | ? | 3% | -1.6 | -19% | 0.3% | i | 17% |
| Cc1ccc(C)c(-c2csc(-c3cccnc3)n2)c1 | 16% | 2% | 15% | 1% | -0.5 | -5% | 5.9% | i | 13% |
| O=C(Cc1cccc(C(F)(F)F)c1)Nc1cccc(S(=O)(=O)N2CCCC2)c1 | -2% | -4% | ? | -8% | -2.3 | 18% | -0.5% | i | ? |
| CN1CCOCCOCCN(C)C1=O | 6% | -7% | -1% | 1% | -0.9 | -1% | -0.2% | i | -10% |
| CSCC[C@H](NC(=O)[C@@H]1Cc2ccccc2CN1)C(=O)NC(C)c1ccccc1 (stereo partly drawn) | 7% | -3% | 16% | 13% | -2.4 | 8% | -0.3% | i | 3% |
| O=C(Nc1ccc(/C=C/c2nc3ccccc3o2)cc1)c1ccc(F)cc1 | 8% | -10% | 18% | -11% | 0.6 | -2% | 0.2% | i | 17% |
| O=C(Cn1c(=O)oc2ccc(Cl)cc21)NC1CCCCC1 | 10% | · | -1% | -5% | 0.5 | -7% | 0.3% | · | 3% |
| O=C(CN1C(=O)COc2ccc(S(=O)(=O)N3CCCCCC3)cc21)N1CCN(c2cccc(Cl)c2)CC1 | · | -18% | -14% | -7% | · | -8% | -0.7% | ? | -19% |
| COc1cccc(N(C(=O)c2cccs2)c2nc3ccccc3s2)c1 | 5% | 38% | ? | -10% | -0.4 | -3% | -0.3% | ? | 0% |
| CCCC(C(=O)NC(C)(C)C)N(Cc1ccccc1)C(=O)c1snc(C(N)=O)c1N (stereo not drawn) | 5% | · | · | · | -1.0 | -16% | -2.2% | i | -10% |
| CCOC(=O)N1CCC(N(CCN(C)C)C(=S)Nc2ccccc2OC)CC1 | -4% | -9% | -8% | -9% | 1.5 | -4% | 0.0% | i | 19% |
| O=C(NCCc1ccc(F)cc1)c1ccc2nccnc2c1 | 5% | · | ? | 0% | 0.8 | -16% | -1.4% | i | 5% |
| CCOC(=O)c1ccc(N2CCN(c3cccc(Cl)c3)CC2)c(NC(=O)Nc2ccc(OC)cc2OC)c1 | · | · | · | 12% | · | -2% | 0.4% | · | -7% |
| N=c1n(Cc2ccccc2)c2ccccc2n1CC(O)COc1ccc(Cl)cc1Cl (stereo not drawn) | 17% | -16%[11.3 µM] | ? | ? | -0.3 | 11µM* | -2.6% | · | ? |
| Cc1cc(C(=O)OCC(=O)N2CCCCCC2)ccc1[N+](=O)[O-] | 8% | 7% | 4% | 1% | -0.2 | 2% | 0.1% | i | 5% |
| Cc1cc(=O)[nH]c(N2CCN(C(c3ccccc3)c3ccccc3)CC2)n1 | 7% | 0% | · | 14% | -0.2 | 21% | 1.5% | i | 12% |
| Nc1nc(N2CCCCC2)nc(N(c2ccccc2)c2ccccc2)n1 | -8% | 12% | 3% | -4% | -1.9 | -4% | -2.0% | i | -3% |
| CCN(CCC(=O)Nc1ccc(Br)c(C)c1)Cc1ccccc1 | 12% | -18% | · | -2% | -1.1 | -24% | 11% | i | -10% |
| COc1ccc(SN=C2C(C)=CC(=O)C=C2C)cc1 | 7% | ? | ? | 1% | -0.7 | -17% | 4.2% | i | -5% |
| Cc1nc2ccccc2cc1OCc1ccc(F)cc1 | 22% | 10% | ? | · | -3.0 | -33% | 2.8% | i | ? |
| O=C(Cc1cccc2ccccc12)Nc1ccc(-c2cc3ccccc3oc2=O)cc1 | 11% | ? | 5.8µM* | -6% | -0.1 | 11% | -3.0% | i | 0% |

Continuation.
| structure | EPAC2 ag | ATXN2 expr inh | Nrf2 inh | A549 viability | IL-2 act | HepG2 viability | Nrf2 ARE act | S2 tox | TGFb inhibitor |
| --- | --- | --- | --- | --- | --- | --- | --- | --- | --- |
| N#Cc1ccccc1S(=O)(=O)N1CCN(C(=O)C2CC(=O)N(c3ccc4c(c3)OCCO4)C2)CC1 (stereo not drawn) | 6% | 1% | -2% | -6% | -1.3 | -5% | 3.7% | ? | -4% |
| Cc1c(Cl)cccc1NC(=O)Cn1c(CCC(=O)O)ccc1-c1ccc(Cl)cc1 | 10% | -14% | -13% | 1% | 0.3 | 14% | -0.6% | i | -9% |
| Cc1ccc(-c2cc(C)nc3nc(N)nn23)cc1 | 13% | 27% | 0% | -8% | -2.0 | -13% | 0.4% | i | 24% |
| COc1ccc(C(=O)Nc2nc3ccc(S(C)(=O)=O)cc3s2)cc1 | -7% | -3% | 3% | -1% | -1.5 | -22% | 1.7% | i | 0% |
| O=C(COc1ccc(Cl)cc1)NCC(c1ccco1)S(=O)(=O)c1ccccc1 (stereo not drawn) | · | · | · | 6% | · | -1% | 3.2% | · | ? |
| O=C(NCC(c1ccco1)N1CCc2ccccc2C1)C(=O)Nc1cc(F)ccc1F (stereo not drawn) | 9% | -5% | -15% | 1% | -2.7 | 2% | -0.7% | i | ? |
| CCOC(=O)c1ccc(N=Cc2c(O)c3ccccc3oc2=O)cc1 | -6% | 27% | -30% | -17% | 2.1 | -16% | 13% | i | 0% |
| O=C(CN1CCN(C(=O)CCC(=O)N2CCC(c3ccccc3)=N2)CC1)Nc1ccc(F)cc1 | 16% | 0% | -15% | 4% | 0.0 | -20% | -0.1% | i | -25% |
| Nc1n[nH]c(=S)n1-c1ccc(Cl)cc1 | -8% | · | 2% | 0% | 5.4 | 9% | -0.2% | i | 1% |
| CCOC(=O)C1(Cc2ccccc2C)CCCN(C(=O)c2ccc(C(C)=O)s2)C1 (stereo not drawn) | 7% | · | · | · | -2.4 | -1% | -1.5% | ? | -1% |
| O=C(c1cccnc1)N(Cc1ccccc1)C(=O)c1cccnc1 | 8% | 0% | -13% | -2% | -0.5 | 6% | 0.1% | i | -3% |
| COc1ccc(-n2c(=O)[nH]cc(C(=O)Nc3ccc4c(c3)OCCO4)c2=O)cc1OC | 7% | 0% | -2% | -6% | 4.1 | 1% | 0.1% | i | 16% |
| COc1ccc(C(C(=O)NCC2CCCO2)N(C(=O)CNC(=O)c2cccs2)c2ccc(NC(C)=O)cc2)cc1OC (stereo not drawn) | 8% | -20% | 3% | 2% | 5.6 | -5% | -0.7% | i | -17% |
| Cc1cc(C)n(-c2ccc(C(=O)Nc3nnc(C4CC4)s3)cc2)n1 | 5% | 8% | ? | 2% | 0.8 | -2% | 0.0% | i | -21% |
| CCOC(=O)c1cc2c(ccn2C)n1CC(=O)N1CCC(Cc2ccccc2)CC1 | 5% | 0% | -4% | 14% | -2.7 | -33% | 0.3% | ? | 11µM* |
| O=S(=O)(NCc1cccnc1)c1cccs1 | 11% | -7% | 12% | 1% | -2.5 | -22% | -0.2% | i | 1% |
| COc1cccc(NC(=O)COc2ccc(C)cc2)c1 | -4% | 64%[activator] | · | 4% | 0.8 | 10% | -0.4% | i | -3% |
| COc1cc(Nc2nc(SCc3cccc(Cl)c3)nc3ccccc23)cc(OC)c1 | · | · | · | -14% | · | -24% | 4.5% | · | -29% |
| CCCN(CCC)CCCNS(=O)(=O)c1ccc2c(c1)oc(=O)n2C | 1% | 3% | 2% | 2% | -0.7 | -5% | 0.3% | i | 18% |
| Cc1ccc2nc(SCC(=O)c3ccc4c(c3)NC(=O)CO4)[nH]c2c1 | 1% | -7% | 0% | -9% | 0.3 | -41% | 2.8% | ? | -4% |
| CCOc1ccc(S(=O)(=O)Nc2ccccn2)c2ccccc12 | -2% | 1% | -12% | -4% | -0.8 | 0% | 0.3% | i | -3% |
| O=C(NCc1ccc(N2CCCC2=O)cc1)NC1CCCCC1 | -3% | 1% | · | -2% | 0.7 | 3% | -0.1% | i | -21% |
| Nc1c(-c2ccccc2)c(CSc2nc3ccccc3[nH]2)nn1-c1cccc(Cl)c1 | 3% | -24% | 23µM* | -18% | -3.9 | -36% | 5.6% | i | -48% |
| S=C(NCCc1ccccc1)N1CCN(C(c2ccccc2)c2ccccc2)CC1 | 10% | -16% | -22% | 7% | -7.1 | 5% | 0.8% | i | -25% |
| COc1ccc(S(=O)(=O)NNC(=O)Nc2ccc(F)cc2)cc1 | 8% | · | 19% | 1% | 0.7 | -6% | 0.7% | i | -22% |
| CCOC(=O)N1CCC(Nc2c(NCCCOC)c(=O)c2=O)CC1 | 3% | 0% | 5% | -11% | 0.4 | 11% | 0.1% | i | -7% |
| Cc1c(C#N)c(N=CN(C)C)c(C(=O)c2ccccc2)n1-c1ccccc1 | -3% | -15% | · | -4% | 0.0 | -4% | 0.1% | i | 6% |

Record cards, from the list above:
Entry for COc1ccc(C(=O)Nc2nc3ccc(S(C)(=O)=O)cc3s2)cc1 → EPAC2 ag: -7%; ATXN2 expr inh: -3%; Nrf2 inh: 3%; A549 viability: -1%; IL-2 act: -1.5; HepG2 viability: -22%; Nrf2 ARE act: 1.7%; S2 tox: i; TGFb inhibitor: 0%
Entry for Cc1ccc(-c2cc(C)nc3nc(N)nn23)cc1 → EPAC2 ag: 13%; ATXN2 expr inh: 27%; Nrf2 inh: 0%; A549 viability: -8%; IL-2 act: -2.0; HepG2 viability: -13%; Nrf2 ARE act: 0.4%; S2 tox: i; TGFb inhibitor: 24%
